EWS-Fli inh: EWS/Fli-driven NR0B1 reporter inhibitors, primary screen, A673 cells, NR0B1 luciferase, luminescence, MLPCN library. viability-normalised. inhibition, % at 12.6 µM. 350,000 tested, 0.67% active;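 active = mean inhibition of at least 50% after viability correction, with every replicate also passing that limit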;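 also: firefly luciferase signal divided by Alamar Blue viability fluorescence both relative to DMSO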
FN deposit inh: inhibitors of fibronectin matrix deposition, primary screen, AH1F cells, Alexa488-fibronectin fluorescence, plate reader; AH1F fibroblasts, overnight; inhibition, % at 12.6 µM; 350,000 tested, 0.086% active;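 active = mean inhibition across replicates of 30% or more, regardless of how many single replicates reach that level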;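 also: positive control wells lacked labelled fibronectin entirely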
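material = AH1F fibroblast monolayer depositing Alexa488-labelled fibronectin into matrix | amount = 10000 AH1F cells/well | buffer or medium = DMEM plus 2% serum, read in PBS | incubation = 1 h cell adhesion before compound, then overnight fibronectin incubation | detection = fluorescence at 485 nm excitation, 525 nm emission | evaluation = percent inhibition as loss of matrix-bound fibronectin fluorescence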
XiGFP reactiv: activators of inactive X chromosome reactivation, primary screen, imaging, XiGFP fibroblasts, GFP high-content imaging, set 2; XiGFP mouse fibroblasts, % GFP-positive cells imaging, 3 d; cells co-treated with 5-aza-dC sensitizer; scaled so ellipticine positive control = 100%; activation, % at 7.58 µM; 360,000 tested, 0.055% active; AID 743238, 2013;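 active = mean normalized replicate activation at least 10% and every replicate at or above 10%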;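 also: 0% = median of on-plate neutral control wells and 100% = ellipticine 6 µM median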
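Material: SV40-immortalized XiGFP fibroblast cells, line 68-5-11 | Buffer or medium: DMEM containing 5-aza-dC | Dosing: One concentration, pinned | Times: 3 d treatment, 15 min room-temperature fixation | Controls: Ellipticine 6 µM positive control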
RAD52 anneal inh: RAD52 DNA annealing inhibitors, primary screen, biochemical, FRET, single point, set 2. DNA repair protein RAD52 homolog (Homo sapiens), P43351. recombinant RAD52 DNA annealing, FRET fluorescence. inhibition, % at 18.7 µM. 360,000 tested, 0.46% active. AID 651710, 2012;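 active = every replicate showing at least 50% inhibition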
esBAF inh: Bmi1 luciferase reporter increase in mESCs, primary screen, esBAF inhibitor project, mouse ES cells, Bmi1 luciferase knock-in, single point | 24 h; 100% = twice the neutral-well signal | reporter increase, % at 12.5 µM | 350,000 tested, 2% active; in the data active = activation above about 40%;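 also: 0% = median of the plate's neutral control wells and 100% = double that signal; a rise in the Bmi1 reporter signal indicates esBAF inhibition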
S100A4 MyoIIA: inhibitors of S100A4-myosin IIA peptide binding, primary screen, biochemical, fluorescence polarization, TAMRA-MyoIIA peptide; Protein S100-A4 (Homo sapiens), P26447; inhibition, % at 10.7 µM; AID 652163, 2013; 360,000 tested, 0.14% active;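 active = mean inhibition of at least 70% across replicates, with every replicate also reaching that level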
Target sequence (P26447 whole entry, looked up): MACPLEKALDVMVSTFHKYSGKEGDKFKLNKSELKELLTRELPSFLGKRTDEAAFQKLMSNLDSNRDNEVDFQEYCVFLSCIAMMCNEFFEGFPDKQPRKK
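Test system: S100A4 monomer protein; Medium: HEPES pH 7.2 with CaCl2, KCl, NaCl, DTT, Triton; Probe or stimulus: TAMRA-labelled myosin IIA heavy-chain peptide probe, 5 nM; Doses: one dose per compound; Times: polarization read 5 min after assay mix addition, stable 5–60 min; Benchmarks: neutral control DMSO, positive control TFP.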
E-selectin induc: E-selectin induction in HUVECs, primary screen, imaging, HUVEC, immunofluorescence imaging, single point | normalized: neutral wells 0, TNF-alpha wells 100 | P16581 | 260,000 tested, 0.37% active | activation, % at 7.58 µM;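 active = mean E-selectin-positive cell signal at least 10% of the positive control, reached in at least 60% of replicates, without over 20% cell loss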;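 also: in these data hits start at about 27%; measured in HUVEC primary endothelial cells; signal is the percent of cells scored E-selectin positive by PE staining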
Target sequence (P16581 whole entry, looked up): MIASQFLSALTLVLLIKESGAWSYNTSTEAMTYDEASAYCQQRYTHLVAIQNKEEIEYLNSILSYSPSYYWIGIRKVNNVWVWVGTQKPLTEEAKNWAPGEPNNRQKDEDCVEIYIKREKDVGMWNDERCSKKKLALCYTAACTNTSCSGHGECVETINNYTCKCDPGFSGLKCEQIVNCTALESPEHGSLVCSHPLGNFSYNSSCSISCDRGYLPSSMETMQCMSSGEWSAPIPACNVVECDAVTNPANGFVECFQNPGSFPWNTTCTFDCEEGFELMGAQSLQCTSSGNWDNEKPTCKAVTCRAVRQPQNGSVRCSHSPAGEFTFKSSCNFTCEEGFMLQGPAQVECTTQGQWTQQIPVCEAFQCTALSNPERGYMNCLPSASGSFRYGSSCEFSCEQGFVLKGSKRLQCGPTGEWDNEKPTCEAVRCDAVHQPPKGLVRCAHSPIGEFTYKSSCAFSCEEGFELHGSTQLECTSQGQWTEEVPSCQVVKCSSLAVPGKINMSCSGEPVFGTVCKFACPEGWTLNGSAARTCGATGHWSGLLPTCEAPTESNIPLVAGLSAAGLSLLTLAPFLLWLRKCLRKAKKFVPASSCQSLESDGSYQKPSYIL
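Test system: HUVEC; input: 3,000 HUVEC/well; measured by: immunofluorescence imaging; read-out: % PE-positive cells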
RAD54 inh: inhibitors of human RAD54 branch migration, primary screen, biochemical, fluorescence, single point; DNA repair and recombination protein RAD54-like (Homo sapiens), Q92698; RAD54 Holliday junction branch migration, FAM/BHQ fluorescence; inhibition, % at 10.4 µM; 360,000 tested, 0.14% active;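 active = mean normalized replicate activity at least 40 and at least half of replicates scoring 40 or more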;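 also: 0% = median of neutral control wells and 100% = median of positive control wells; inhibitors cause a drop in the FAM fluorescence signal; in these data hits start at about 50%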
The depositor's hits bear a star; · = not tested or not shown; & = joins results of further samples.

mol | EWS-Fli inh | FN deposit inh | XiGFP reactiv | RAD52 anneal inh | esBAF inh | S100A4 MyoIIA | E-selectin induc | RAD54 inh
O=C(CS(=O)(=O)c1c[nH]c2ccccc12)Nc1ccc2c(c1)OCCO2 | · | 2 | · | -12 | 21 | -6 | · | -6
Cc1c(CNCCCc2ccccc2)c(C(=O)O)c(C)n1Cc1ccccc1 | -2 | -8 | 0.4 | -29 | · | -3 | · | ·
c1ccc2c(SCc3cn4ccccc4n3)nncc2c1 | -85 | 4 | -0.1 | -14 | · | -2 | -0.8 | ·
COc1ccc(C(=O)Nc2c(O)ccc3ccccc23)cc1 | -22 | -5 | 0.1 | -25 | · | -1 | -0.2 | -7
O=C(C[C@H]1C[C@@H]2c3cc(NC(=O)CC4CC4)ccc3O[C@@H]2[C@@H](CO)O1)NCC(F)(F)F | -3 | -2 | 0.4 | -9 | -9 | -26 | 0.2 | -3
C[C@@H]1CN([C@H](C)CO)C(=O)c2cc(-c3cncnc3)cnc2O[C@@H]1CN(C)C(=O)Cc1ccccc1 | -4 | · | -0.3 | 8 | 5 | 4 | 0.0 | -5
C[C@@H]1CN([C@H](C)CO)C(=O)Cc2cc(NS(C)(=O)=O)ccc2O[C@H]1CN(C)C(=O)NC1CCCCC1 | 0 | · | 0.0 | 8 | 2 | 7 | -5.8 | 1
Cc1cc(C(=O)NC2CCCc3c2cnn3-c2cccc(C)c2C)c(C)o1 (configuration not stated) | · | 8 | 0.0 | -17 | -7 | -6 | -0.6 | -9
O=C(Nc1cccc(S(=O)(=O)N2CCOCC2)c1)c1ccc(N2CCCC2=O)cc1 | -5 | -3 | -0.1 | -9 | -3 | -1 | · | -1
CC(C)CCNC1c2ccccc2C(=O)N1Cc1ccccc1 (configuration not stated) | 6 | 3 | 0.0 | -10 | -36 | -4 | -0.2 | -5
COc1ccc(NS(=O)CCCc2ccccc2)cc1 (configuration not stated) | -1 | -8 | 0.0 | -7 | 8 | -1 | 0.0 | -14
CCCN1CCN(C(=S)NCc2ccc(Cl)cc2)CC1 | -3 | 18 | 0.0 | -4 | · | -3 | · | ·
COc1ccccc1N1CCN(S(=O)(=O)c2cn(C)cn2)CC1 | 7 | 4 | 0.0 | -14 | 4 | 2 | · | 1
Cc1ccc(C2C(C#N)=C(N)Oc3n[nH]c(-c4cccnc4)c32)o1 (configuration not stated) | 7 | -13 | 0.0 | -23 | -4 | 20 | · | 0
C[C@H]1CCCCO[C@H](CN(C)Cc2ccccc2)[C@@H](C)CN([C@@H](C)CO)C(=O)c2cc(NC(=O)Nc3cccc4ccccc34)ccc2O1 | 40 | 5 | 0.0 | 7 | -5 | 1 | · | 3
c1ccc(OCc2cc(-c3ccccc3)no2)cc1 | -108 | -8 | 0.0 | -20 | · | 0 | · | ·
CC(C)OCCCNC1=C(Cl)C(=O)c2ccccc2C1=O | -76 | 0 | 0.0 | -6 | · | 9 | · | -6
C[C@@H]1CN([C@H](C)CO)S(=O)(=O)c2ccc(C#CCC3CCCC3)cc2O[C@@H]1CN(C)C(=O)CN(C)C | 47 | 3 | -0.5 | 46 | 1 | -2 | -0.1 | 11
CC(NS(=O)(=O)CCNC(=O)c1ccccc1)c1ccccc1 (configuration not stated) | -1 | -6 | 0.0 | -7 | -1 | -1 | -0.3 | -7
CCc1ccc(N2CC(C(=O)Nc3ccc(S(=O)(=O)Nc4ncccn4)cc3)CC2=O)cc1 (configuration not stated) | -1 | 2 | 0.0 | 7 | 1 | -1 | · | -23
CCN(C[C@H]1N[C@@](CC)(C(=O)OC)[C@H]2C(=O)N(Cc3ccccc3)C(=O)[C@@H]12)S(=O)(=O)c1ccc(C(C)(C)C)cc1 | 18 | 4 | 0.0 | -1 | 1 | -3 | 0.9 | -6
CO[C@@H]1CN(C)C(=O)c2ccc(NC(=O)Nc3ccccc3F)cc2OC[C@@H](C)N(C)C[C@@H]1C | -1 | -9 | 0.3 | -8 | 2 | 13 | 0.3 | -1
COc1cccc(C2=NOC(C(=O)N3CCN(c4ccccc4)CC3)C2)c1OC (configuration not stated) | -3 | -12 | 0.0 | -29 | 6 | -3 | 0.4 | -11
CO[C@@H]1CN(C)C(=O)c2ccc(NC(=O)NC(C)C)cc2OC[C@@H](C)N(C(=O)CC2CC2)C[C@@H]1C | -2 | -3 | 0.1 | 15 | -2 | 5 | -0.1 | -6
COCC(=O)Nc1ccc2c(c1)C(=O)N(C)[C@@H]1CC[C@@H](CC(=O)O)O[C@@H]1CO2 | 2 | -3 | 0.1 | · | -4 | · | 0.0 | 5
O=C(N/N=C/c1cccc([N+](=O)[O-])c1)c1ccncc1 | -6 | 1 | 0.2 | -13 | · | 6 | -0.3 | 2
CN1CCc2nc(SC(C(=O)O)c3ccccc3)c(C#N)c(-c3cccs3)c2C1 (configuration not stated) | 8 | -4 | 0.0 | -63 | -14 | -1 | 4.2 | ·
OCC1(Cc2ccc(Cl)cc2)CCN(CC2CC=CCC2)CC1 (configuration not stated) | 19 | · | -0.1 | -29 | -7 | -1 | · | 1
Cc1cc(Cl)ccc1N1C(=O)CC(NNC(=O)c2cccnc2)C1=O (configuration not stated) | · | -7 | -0.1 | · | · | · | 3.5 | -3
Cc1ccccc1/C(=N\S(=O)(=O)c1ccc(Br)cc1)Nc1ccccc1 | 14 | 4 | 0.0 | -1 | 0 | 1 | 0.4 | 0
O=C(Nc1cccc([N+](=O)[O-])c1)c1cc2ccccc2cc1O | -12 | -5 | 0.0 | -14 | · | 1 | 1.3 | 3
CC(C)N(CCCNC(=O)C1CCN(C(=O)c2cc3sccc3n2C)CC1)Cc1ccccc1 | 8 | 8 | 0.3 | -41 | -26 | -1 | · | 6
COc1ccc(C(=O)Nc2ccc(S(=O)(=O)Nc3cc(C)nc(C)n3)cc2)cc1OC | -8 | 5 | 0.0 | 9 | · | -5 | 0.0 | ·
CCc1noc(C)c1C(=O)OCC(=O)c1ccc(NC(=O)CC(C)C)cc1 | 6 | · | -0.1 | -8 | · | -13 | -0.2 | ·
COc1ccc(CCNC(=O)c2ccccc2NC(=O)C2=C(C)OCCS2)c(OC)c1 | · | -6 | 0.0 | -10 | -2 | 0 | · | 5
CC(c1ccon1)N(C)Cc1cn(Cc2ccccc2)nc1-c1ccc2c(c1)OCO2 (configuration not stated) | 0 | -6 | 0.1 | -15 | · | 6 | -0.2 | ·
C[C@H]1CN([C@@H](C)CO)C(=O)c2cc(-c3ccccc3)cnc2O[C@@H]1CN(C)C(=O)c1ccccc1F | 4 | · | -0.5 | -6 | -12 | -3 | -0.2 | 9
CCN(CC)S(=O)(=O)c1ccc(Cl)c(C(=O)OC)c1 | -2 | · | · | -3 | -3 | -6 | · | ·
O=C(c1csc(Nc2cccc3ccccc23)n1)N1CCCC1 | 9 | -8 | 1.6 | -21 | 5 | 0 | · | 2
CN(CC(=O)Nc1cc(S(=O)(=O)N2CCCC2)ccc1Cl)Cc1cccs1 | 6 | -2 | · | -8 | 18 | -2 | -0.3 | ·
O=C(O)C[C@H]1c2cc(F)ccc2S(=O)(=O)N1C1CCCCC1 | -2 | 8 | 0.0 | 0 | 7 | -8 | -0.1 | 1
Cc1ccc(S(=O)(=O)N(C)C[C@H]2Oc3ccc(NC(=O)CCCN(C)C)cc3C(=O)N([C@H](C)CO)C[C@H]2C)cc1 | 11 | -6 | -0.9 | 0 | -1 | 10 | 282* | 21
Cc1cccc(N2CCN(C(=O)c3ccccc3NC(=O)C3CCCCC3C(=O)O)CC2)c1 (configuration not stated) | 1 | 5 | -0.2 | -9 | · | -1 | 0.8 | -3
Cc1ccc(-c2ccc3c(c2)O[C@H](CN(C)Cc2cccc(C(=O)O)c2)[C@H](C)CN([C@@H](C)CO)S3(=O)=O)cc1 | 6 | · | -0.7 | -5 | 2 | 3 | 0.1 | -11
CC(=O)c1ccc(NC(=O)CNC2CCCCC2)cc1 | 2 | -5 | 0.4 | 11 | 2 | -5 | 0.1 | 4
CCCC#Cc1ccc2c(c1)O[C@@H](CN(C)C)[C@H](C)CN([C@@H](C)CO)S2(=O)=O | 3 | -8 | -0.3 | -8 | 3 | -5 | 0.3 | 6
CN(CC(=O)Nc1ccccc1F)Cc1cccs1 | -13 | 1 | 0.4 | -6 | 5 | -3 | · | ·
Cn1nc(C(=O)Nc2cccc(S(=O)(=O)N3CCCC3)c2)c2ccccc2c1=O | 13 | 5 | 0.1 | -11 | -1 | -2 | -1.3 | 6
C[C@@H]1CN([C@@H](C)CO)C(=O)CCCn2nncc2CO[C@@H]1CN(C)S(=O)(=O)c1ccccc1 | -4&-6 | 1&2 | 0.0&0.1 | 0&-7 | -1&-2 | 3&-5 | 0.0&0.0 | -5&11
COc1cccc(C(=O)Nc2ccc3c(c2)OC[C@@H](C)N(CC2CC2)C[C@@H](C)[C@H](OC)CN(C)C3=O)c1 | -3 | -10 | 0.4 | 12 | -2 | 16 | -0.1 | -6
c1ccc(-c2nc3cccnc3nc2-c2ccccc2)cc1 | 6 | -8 | 0.2 | 0 | · | -2 | · | ·
O=C(C[C@@H]1CC[C@H](NC(=O)c2ccncc2)[C@H](CO)O1)NCC1CCCCC1 | 4 | -8 | -0.2 | 4 | 4 | 5 | -0.5 | 7
CNC(=O)c1cn2c3c(ccc(Cl)c3c1=O)OC(C)C2 (configuration not stated) | -18 | 3 | 0.2 | -24 | 0 | -1 | 0.0 | 9
O=C(C[C@@H]1C=C[C@@H](NC(=O)Nc2ccc3c(c2)OCO3)[C@@H](CO)O1)NCc1ccc(Cl)cc1 | -7 | · | 0.1 | 6 | -3 | 11 | -1.5 | -3

Copied from the entries so far (three entries):
mol | EWS-Fli inh | FN deposit inh | XiGFP reactiv | RAD52 anneal inh | esBAF inh | S100A4 MyoIIA | E-selectin induc | RAD54 inh
O=C(C[C@@H]1CC[C@H](NC(=O)c2ccncc2)[C@H](CO)O1)NCC1CCCCC1 | 4 | -8 | -0.2 | 4 | 4 | 5 | -0.5 | 7
CNC(=O)c1cn2c3c(ccc(Cl)c3c1=O)OC(C)C2 (configuration not stated) | -18 | 3 | 0.2 | -24 | 0 | -1 | 0.0 | 9
O=C(C[C@@H]1C=C[C@@H](NC(=O)Nc2ccc3c(c2)OCO3)[C@@H](CO)O1)NCc1ccc(Cl)cc1 | -7 | · | 0.1 | 6 | -3 | 11 | -1.5 | -3
